Assay outcomes as filed in PubChem BioAssay.
DUSP3 inh = DUSP3 (human) phosphatase inhibition. recombinant VHR phosphatase, pNPP absorbance. inhibition, % at 13.3 µM. 290,000 compounds, 0.52% hits. AID 1654; in the data active means inhibition above about 50%; further: some compounds called inactive have numbers as strong as hits
Target sequence (P51452 whole entry, looked up): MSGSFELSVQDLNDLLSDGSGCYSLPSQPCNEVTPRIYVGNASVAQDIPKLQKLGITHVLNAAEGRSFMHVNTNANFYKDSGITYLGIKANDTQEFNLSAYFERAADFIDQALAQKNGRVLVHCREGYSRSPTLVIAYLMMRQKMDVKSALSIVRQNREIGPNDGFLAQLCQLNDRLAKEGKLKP
FadD28 binding = inhibitors of Mycobacterium tuberculosis FadD28 bisubstrate binding; inhibition, % at 12.5 µM; FadD28 bisubstrate probe binding, fluorescence polarization; 360,000 compounds, 0.22% hits; in the data active means inhibition above about 8.5%, passing the limit was not always enough; inconclusive means no clear call, values can overlap the other calls
GDH-TPI inh = GDH-TPI coupled enzyme inhibition counter-screen; GDH-TPI coupled enzyme counterscreen, NADH absorbance; inhibition, % at 4.8 µM; 360,000 compounds, 1.2% hits; AID 588335;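 further: 0% = DMSO wells and 100% = wells lacking the enzyme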
Mtb UGM inh = inhibitors of M. tuberculosis UDP-galactopyranose mutase; 320,000 compounds, 0.06% hits; P9WIQ1; purified UGM, fluorescence polarization probe displacement; inhibition, % at 10 µM; in the data active means inhibition above about 10%, passing the limit was not always enough; inconclusive means no clear call, values can overlap the other calls
Mtb FBA inh = inhibits M. tuberculosis FBA enzyme. inhibition, % at 1 µM. purified M. tuberculosis FBA, fluorescence read-out. 360,000 compounds, 2.3% hits. P9WQA3; in the data active means inhibition above about 27%;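 further: 0% = vehicle and 100% = reference inhibitor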
Target sequence (P9WQA3 whole entry, looked up): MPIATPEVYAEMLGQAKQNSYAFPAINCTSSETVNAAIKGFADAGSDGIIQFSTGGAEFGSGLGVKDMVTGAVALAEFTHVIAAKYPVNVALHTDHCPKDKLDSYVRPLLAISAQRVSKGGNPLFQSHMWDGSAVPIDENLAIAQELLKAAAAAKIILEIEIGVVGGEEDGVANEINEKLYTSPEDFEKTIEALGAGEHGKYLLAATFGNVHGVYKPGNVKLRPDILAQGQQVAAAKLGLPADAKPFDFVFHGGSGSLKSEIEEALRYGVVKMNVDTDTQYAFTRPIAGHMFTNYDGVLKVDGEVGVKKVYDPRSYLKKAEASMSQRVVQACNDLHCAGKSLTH
Mtb BioA inh = blocks M. tuberculosis BioA enzyme activity | inhibition, % at 9.99 µM | AID 602481 | purified M. tuberculosis BioA enzyme, plate reader | 360,000 compounds, 0.096% hits; in the data active means inhibition above about 40%; inconclusive means no clear call, values can overlap the other calls
CCHFV vOTU inh = blocks the CCHF virus ovarian tumor domain protease; CCHFV vOTU protease, Pep-AMC fluorescence; inhibition, % at 11.5 µM; 370,000 compounds, 0.55% hits; AID 651958; further: 0% = vehicle wells with enzyme and 100% = no enzyme wells
Rv3671c protease = inhibitors of M. tuberculosis serine protease Rv3671c; 320,000 compounds, 0.048% hits; P9WHR9; inhibition, % at 5.96 µM; AID 2606; in the data active means inhibition above about 38%;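 further: extracellular domain of Rv3671c used as enzyme; 0% = enzyme with DMSO and 100% = no enzyme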
Target sequence (P9WHR9 whole entry, looked up, the tested form may be a part): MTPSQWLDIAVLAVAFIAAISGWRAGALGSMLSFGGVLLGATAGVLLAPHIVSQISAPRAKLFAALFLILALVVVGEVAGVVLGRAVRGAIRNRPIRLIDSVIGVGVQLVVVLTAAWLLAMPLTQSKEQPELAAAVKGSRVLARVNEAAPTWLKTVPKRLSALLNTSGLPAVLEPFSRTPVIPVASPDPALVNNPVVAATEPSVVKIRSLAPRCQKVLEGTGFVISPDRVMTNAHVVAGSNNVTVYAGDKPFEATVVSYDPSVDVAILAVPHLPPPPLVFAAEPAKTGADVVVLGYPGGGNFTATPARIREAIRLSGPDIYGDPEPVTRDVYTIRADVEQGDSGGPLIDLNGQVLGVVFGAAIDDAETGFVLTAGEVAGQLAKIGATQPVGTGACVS
BoNT-F LC inh = inhibitors of Botulinum neurotoxin F light chain protease | inhibition, % at 10 µM | 360,000 compounds, 0.22% hits | Multiplex microsphere protease cleavage assay, flow cytometry; in the data active means inhibition above about 35%, passing the limit was not always enough; inconclusive means no clear call, values can overlap the other calls; further: plate controls were buffer without enzyme for full effect and enzyme alone for no effect
MazF activator = increases E. coli MazEF RNase cleavage of RNA | activation, % at 20 µM | AID 504720 | P0AE70 | FAM/BHQ RNA-DNA oligo cleavage fluorescence, 5 h | 350,000 compounds, 0.32% hits; in the data active means activation above about 50%
An asterisk follows results filed as active; ? = inconclusive; . = not tested or not shown; + = active, no number; & = joins results of further samples. Unless noted, no stated cut-off is given here; in the data, active means inhibition above about 30%; inactive means the rest. An unsorted share of the library; overall some 4.9% were active at least once.

Sample of the layout:
SMILES	DUSP3 inh	FadD28 binding	GDH-TPI inh	Mtb UGM inh	Mtb FBA inh	Mtb BioA inh	CCHFV vOTU inh	Rv3671c protease	BoNT-F LC inh	MazF activator
COc1cc(CC(=O)NCCc2ccc(OCc3ccccc3)cc2)c([N+](=O)[O-])cc1OC	23	-0.1	3	-2.5	3	-0.5	8	2	-1	-1
c1ccc(-c2csc3ncnc(N4CCc5ccccc5C4)c23)cc1	10	-5.9	4	-0.5	0	-1.8	1	-2	-11	-15
Cc1cccc(NC(=O)CC2Nc3cccc4cccc(c34)NC2=O)c1 (stereo not drawn)	25	1.4	12	-0.4	1	.	2	-28	-7	0
CC(C)n1c(SCC(=O)N2CCN(C(=O)c3ccco3)CC2)nc2c1c(=O)n(C)c(=O)n2C	19	0.3	5	-2.8	2	0.9	-5	1	-9	11
COc1cc(C2c3cc4c(cc3OC(C)(N3CCCC3)C2C)OCO4)cc(OC)c1OC (stereo not drawn)	.	-0.2	0	.	3	.	16	.	-18	8
O=C(On1c(-c2ccccc2)nc2ccccc2c1=O)c1ccco1	-25	-0.1	13	4.6	7	-24	4	0	-1	0

This part in full (from the top)
SMILES	DUSP3 inh	FadD28 binding	GDH-TPI inh	Mtb UGM inh	Mtb FBA inh	Mtb BioA inh	CCHFV vOTU inh	Rv3671c protease	BoNT-F LC inh	MazF activator
COc1cc(CC(=O)NCCc2ccc(OCc3ccccc3)cc2)c([N+](=O)[O-])cc1OC	23	-0.1	3	-2.5	3	-0.5	8	2	-1	-1
c1ccc(-c2csc3ncnc(N4CCc5ccccc5C4)c23)cc1	10	-5.9	4	-0.5	0	-1.8	1	-2	-11	-15
Cc1cccc(NC(=O)CC2Nc3cccc4cccc(c34)NC2=O)c1 (stereo not drawn)	25	1.4	12	-0.4	1	.	2	-28	-7	0
CC(C)n1c(SCC(=O)N2CCN(C(=O)c3ccco3)CC2)nc2c1c(=O)n(C)c(=O)n2C	19	0.3	5	-2.8	2	0.9	-5	1	-9	11
COc1cc(C2c3cc4c(cc3OC(C)(N3CCCC3)C2C)OCO4)cc(OC)c1OC (stereo not drawn)	.	-0.2	0	.	3	.	16	.	-18	8
O=C(On1c(-c2ccccc2)nc2ccccc2c1=O)c1ccco1	-25	-0.1	13	4.6	7	-24	4	0	-1	0
CC(C)NC(=O)N(C)C[C@H]1Oc2c(NC(=O)C3CC3)cccc2C(=O)N([C@H](C)CO)C[C@@H]1C	.	0.5	4	1.6	2	0.5&-1.5	-2	5	6	-2
Cc1ccc(C(=O)C[n+]2ccc(-c3nnc4n3CCC4)cc2)cc1	21	0.8	13	-0.2	9	.	8	-10	-9	8
CCC1CCC2(CC1)SCC(=O)N2c1ccccc1 (stereo not drawn)	13	-0.6	23	-0.1	0	-0.6	-12	-5	.	8
CCCCOC(=O)c1sc2nc(N3CCOCC3)c3c(c2c1N)CC(C)(C)OC3	25	-2.2	-4	-1.4	6	.	13	3	1	-1
O=C(c1ccc2snnc2c1)N1CCSCC1	3	-1.1	0	-0.6	3	0.0	1	-11	.	0
COCCCNC(=S)N1CCN(S(=O)(=O)c2ccc(OC)cc2)CC1	-2	-5.5	-14	0.7	-3	.	-5	6	3	-17
CC1=CC(=O)Nc2ncccc2O1	.	-1.8	19	.	61*	-1.4	-45	.	-7	0
Cc1cc(NC(=O)CSc2nc3ccccc3n2CC(C)C)no1	18	-0.7	4	4.4	5	.	0	6	-7	-2
CC(CCc1ccco1)NC(=O)CCc1nnc2ccc(NCc3ccccc3)nn12 (stereo not drawn)	18	-2.2	9	-2.0	0	1.8	10	-2	-1	-19
COC(=O)C1(S(=O)(=O)C2(C(=O)OC)CCCC2)CCCC1	10	-1.6	8	2.0	1	.	2	-2	3	3
CCC(C)[C@H](NC(=O)N1CCN(C)CC1)C(=O)OC (stereo partly drawn)	16	-3.7	-7	-0.3	-4	1.3	-12	6	5	0
CC[C@@H](C)C(NC(=O)OC(C)(C)C)c1cn([C@@H](Cc2cc3ccccc3[nH]2)C(=O)N2CCN(C(=O)OC(C)(C)C)CC2)nn1 (stereo partly drawn)	7	-0.6	2	-0.1	-2	1.6	14	1	-5	6
O=C(COC(=O)[C@H](Cc1ccccc1)NC(=O)c1ccco1)NCc1ccccc1	13	-1.2	1	-1.2	3	0.7	14	1	8	-1
COc1ccc(OC)c(-c2csc(NC(=O)Cc3ccccc3F)n2)c1	14	-3.2	-1	1.2	1	.	13	-3	-24	4
COC(=O)C1=CN(c2ccc(F)cc2)C=C(C(=O)OC)C1c1cccc([N+](=O)[O-])c1	.	.	9	3.3	1	13	-2	-5	-7	6
Cc1nc2sc(C(=O)O)c(N)c2c2c1COC(C)(C)C2	10	-4.2	6	0.3	-9	0.0	16	-2	-18	1
Cc1c(CC(=O)NCC(=O)NCC(=O)N[C@@H](Cc2ccccc2)C(=O)O)c(=O)oc2c(C)c(O)ccc12	.	1.1	12	.	+	-0.8	-276	.	-3	.
Cc1nnc(SCCC(C)C)[nH]c1=O	39	-1.7	-3	5.6	-2	1.9	11	2	4	2
CC(C)Cn1c(=O)c2ccccc2n2c(CCC(=O)NCC3CCCO3)nnc12 (stereo not drawn)	-10	-2.6	-9	0.0	2	-0.4	3	2	-10	0
Cc1ccccc1CN(C)C(=O)COC(=O)CSc1ccc([N+](=O)[O-])cc1	.	0.0	16	3.8	-4	1.3	-2	-5	-3	2
Cc1cc(NC(=O)CN2CCC(n3nnc4cc(C(F)(F)F)ccc43)CC2)no1	10	-2.3	2	2.8	-2	1.8	4	-10	-10	-6
CCCC(=O)Nc1cccc(C(=O)Nc2ccccc2OCC)c1	17	.	.	-1.7	.	.	12	-1	.	.
O=C(O)C1CCN(c2nc(-c3ccccc3)c3cc(Br)ccc3n2)CC1	21	-6.1	3	-0.4	4	1.9	-5	-7	?	1
Cc1ccc(-c2nnc(N3CCN(C(=O)CN4C(=O)c5ccccc5C4=O)CC3)c3ccccc23)cc1	.	-0.5	1	0.1	4	2.0	-7	-2	5	7

Arranged by count of non-hydrogen atoms (rising): three of the compounds above
SMILES	DUSP3 inh	FadD28 binding	GDH-TPI inh	Mtb UGM inh	Mtb FBA inh	Mtb BioA inh	CCHFV vOTU inh	Rv3671c protease	BoNT-F LC inh	MazF activator
Cc1nnc(SCCC(C)C)[nH]c1=O	39	-1.7	-3	5.6	-2	1.9	11	2	4	2
CCC(C)[C@H](NC(=O)N1CCN(C)CC1)C(=O)OC (stereo partly drawn)	16	-3.7	-7	-0.3	-4	1.3	-12	6	5	0
Cc1nc2sc(C(=O)O)c(N)c2c2c1COC(C)(C)C2	10	-4.2	6	0.3	-9	0.0	16	-2	-18	1

Remaining list, next part:
SMILES	DUSP3 inh	FadD28 binding	GDH-TPI inh	Mtb UGM inh	Mtb FBA inh	Mtb BioA inh	CCHFV vOTU inh	Rv3671c protease	BoNT-F LC inh	MazF activator
Cc1c(NC(=O)CSC2=C(C#N)C(c3ccccc3F)CC(=O)N2)c(=O)n(-c2ccccc2)n1C (stereo not drawn)	0	-4.1	-7	0.3	-12	-0.4	3	-3	0	1
Cc1cccc(NC(=O)C23CCC(C)(/C(=N/O)C2)C3(C)C)c1 (stereo not drawn)	18	-4.1	12	1.4	0	0.5	-3	-3	2	8
COc1cc(NC(=O)c2ccc(N3CCCC3=O)cc2)cc(OC)c1	.	-3.7	11	3.4	0	-1.7	7	-7	2	3
CCOC(=O)C(NC(=O)NCc1cccc(C(F)(F)F)c1)(OCC)C(F)(F)F (stereo not drawn)	-2	-4.0	6	4.6	3	.	10	18	-6	11
O=C(NCC(=O)N(CC1CCCO1)C1(C(=O)NC2CCCCC2)CCCCC1)c1ccccc1 (stereo not drawn)	22	-1.5	-5	0.5	1	0.2	-2	-2	-12	1
O=S(=O)(c1ccc(Br)cc1)N1CCN=C1SCc1cccnc1	16	-4.4	5	-0.6	-3	.	4	-8	-4	2
CCOc1ccc(N2C(=O)/C(=C/c3ccc(C)o3)C(=O)NC2=S)cc1	-6	1.6	8	-0.5	0	-0.8	1	1	4	-14
COc1ccccc1C(N)=S	4	-2.5	7	3.1	-3	1.5	-1	1	2	-8
Cc1cccc(C)c1N(CC(=O)NCc1ccc(F)cc1)C(=O)c1csnn1	8	-0.7	-3	-3.2	7	.	-4	1	0	0
CN(C)C(=O)Oc1ccc(OCc2cccc[n+]2C)cc1	0	0.6	13	3.1	4	.	0	-4	2	0
Cn1c(=O)oc2cc(S(=O)(=O)NC3CCCCCCC3)ccc21	18	-0.5	15	-2.1	-2	.	-1	-1	-2	3
Cc1c(C(=O)NCC2CCCO2)cccc1[N+](=O)[O-] (stereo not drawn)	-5	0.4	14	0.7	-2	.	-1	3	-4	4
CC(=O)c1c(OCC(=O)N(C)C2CCCCC2)ccc2c(C)cc(=O)oc12	.	.	11	-0.8	10	1.0	6	4	-13	-4
CN(Cc1ccccc1)C(=C(Cl)Cl)/C(=C1/NCCN1Cc1ccc(Cl)nc1)[N+](=O)[O-]	18	-5.2	5	3.3	-4	5.6	-3	6	1	-7
Cc1ccc2c(c1)C(c1ccccc1)N(C(=O)c1ccc(Br)cc1)CC(=O)N2 (stereo not drawn)	7	-3.0	-9	0.7	-1	3.4	-1	.	16	-5
Cc1cc(C)c(S(=O)(=O)N2CCN(c3ccccn3)CC2)c(C)c1	.	-4.9	-1	.	5	0.8	20	.	-1	0
CN(C)[C@@H]1C(=O)C(C(N)=O)=C(O)[C@@]2(O)C(=O)C3=C(O)c4c(O)ccc(Cl)c4[C@@](C)(O)[C@H]3C[C@@H]12	16	2.6	4	-0.7	6	-1.8	10	4	-1	-6
c1ccc(Cc2nnc3sc(-c4ccc5c(c4)OCCO5)nn23)cc1	13	-2.7	24	0.6	15	-3.9	3	-11	-1	-15
CCOC(=O)c1sc(=NC(=O)/C=C/c2ccccc2)n(C)c1C	17	0.3	-4	0.7	0	-1.2	1	-8	2	0
COC(=O)C1=C(c2ccccc2OCc2ccccc2)C[C@@H]2CC[C@H]1N2C(=O)NCc1ccc(OC)c(OC)c1	.	-5.3	-5	-2.1	-1	-0.7	9	14	-5	-3
COC1CCCCC1NS(=O)(=O)c1ccccc1 (stereo not drawn)	-4	-2.0	2	-0.5	3	1.9	5	9	-6	1
CCN1CCN(CCC2Oc3cc([N+](=O)[O-])ccc3NC2=O)CC1 (stereo not drawn)	26	0.4	30	0.7	-3	-0.5	14	-6	-3	-6
CC(NC(=O)Cc1ccccc1)C(=O)O (stereo not drawn)	.	0.3	11	1.7	4	-5.0	-8	-4	4	8
CC1(C(=O)NCc2ccc(Cl)cc2)CCN1C(=O)Cc1cccs1 (stereo not drawn)	.	-0.2	10	.	3	1.1	3	.	1	.
CC(C)(CNc1ccc([N+](=O)[O-])cc1Cl)N1CCOCC1	12	-0.1	7	2.8	-3	9.3	10	-1	0	3
O=C(c1cnn(C(=O)c2cccc(S(=O)(=O)N3CCOCC3)c2)c1)c1ccccc1O	7	-1.7	-1	0.7	-1	.	-13	16	-3	0
CCOc1ccc(-n2c(N)c(C(=O)NCC3CCCO3)sc2=S)cc1 (stereo not drawn)	1	1.1	14	1.5	1	-2.9	9	-12	-2	-2
Cc1ccccc1C(=O)Nc1ccc(S(=O)(=O)N2CCOCC2)cc1	16	-4.5	-3	-1.7	0	1.3	.	-11	3	6
